RAD52 anneal inh: RAD52 (human) annealing inhibition | 360,000 compounds, 0.46% hits | inhibition, % at 18.7 µM | recombinant RAD52 DNA annealing, FRET fluorescence | P43351;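 active means every replicate showing at least 50% inhibition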
Target sequence (P43351 whole entry, looked up): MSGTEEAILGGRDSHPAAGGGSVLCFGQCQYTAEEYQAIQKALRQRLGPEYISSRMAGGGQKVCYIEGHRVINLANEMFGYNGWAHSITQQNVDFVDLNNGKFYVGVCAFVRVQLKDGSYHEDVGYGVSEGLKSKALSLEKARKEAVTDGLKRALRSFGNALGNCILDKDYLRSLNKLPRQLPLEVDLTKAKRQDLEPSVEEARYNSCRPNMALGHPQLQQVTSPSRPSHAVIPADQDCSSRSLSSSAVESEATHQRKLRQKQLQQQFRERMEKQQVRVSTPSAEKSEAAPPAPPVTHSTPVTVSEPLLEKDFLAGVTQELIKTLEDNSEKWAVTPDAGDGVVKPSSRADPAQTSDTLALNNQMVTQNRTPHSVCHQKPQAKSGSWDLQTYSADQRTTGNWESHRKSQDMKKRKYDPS
Xi reactivation: activators of X-chromosome reactivation in mouse fibroblasts | activation, % at 7.58 µM | XiGFP mouse fibroblasts, % GFP-positive cells imaging, 3 d; cells co-treated with 5-aza-dC sensitizer; scaled so ellipticine positive control = 100% | 360,000 compounds, 0.055% hits;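 active means mean normalized replicate activation at least 10% and every replicate at or above 10%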;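 further: 0% = median of on-plate neutral control wells and 100% = ellipticine 6 µM median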
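Material: XiGFP fibroblasts, SV40-immortalized. Buffer or medium: DMEM plus 5-aza-dC sensitizer. Compound: single concentration per compound, delivered by pin transfer. Times: 3 days compound exposure. Controls: ellipticine 6 µM.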
DENV2 CPE: inhibitors of DENV2 cytopathic effect | DENV2-infected cells, cytopathic effect rescue, plate reader | CPE inhibition, % at 9.99 µM | 350,000 compounds, 1.7% hits; in the data active means CPE inhibition above about 20%, passing the limit was not always enough; tested in BHK-21 cells;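 further: 0% = median of neutral control wells and 100% = median of positive control wells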
E-selectin induc: induces E-selectin expression in human endothelial cells; P16581; HUVEC E-selectin immunofluorescence imaging; normalized: neutral wells 0, TNF-alpha wells 100; activation, % at 7.58 µM; 260,000 compounds, 0.37% hits; AID 686992;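 active means mean E-selectin-positive cell signal at least 10% of the positive control, reached in at least 60% of replicates, without over 20% cell loss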;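 further: in these data hits start at about 27%; measured in HUVEC primary endothelial cells; signal is the percent of cells scored E-selectin positive by PE staining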
Target sequence (P16581 whole entry, looked up): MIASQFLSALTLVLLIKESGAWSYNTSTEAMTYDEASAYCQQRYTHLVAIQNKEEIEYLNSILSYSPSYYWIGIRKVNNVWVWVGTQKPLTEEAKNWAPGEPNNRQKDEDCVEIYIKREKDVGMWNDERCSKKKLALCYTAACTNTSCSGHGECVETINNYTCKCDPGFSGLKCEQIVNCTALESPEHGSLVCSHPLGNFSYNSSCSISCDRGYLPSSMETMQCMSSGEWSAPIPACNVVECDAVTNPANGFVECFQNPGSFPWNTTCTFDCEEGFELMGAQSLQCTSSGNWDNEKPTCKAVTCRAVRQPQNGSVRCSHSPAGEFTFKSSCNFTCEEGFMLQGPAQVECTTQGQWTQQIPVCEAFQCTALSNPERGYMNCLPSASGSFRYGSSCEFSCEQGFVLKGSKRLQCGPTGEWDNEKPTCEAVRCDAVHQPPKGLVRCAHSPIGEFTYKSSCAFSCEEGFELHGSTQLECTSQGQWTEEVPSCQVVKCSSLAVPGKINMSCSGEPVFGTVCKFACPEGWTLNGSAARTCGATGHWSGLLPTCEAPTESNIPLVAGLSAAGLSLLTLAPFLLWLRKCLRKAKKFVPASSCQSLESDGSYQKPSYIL
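Test system: HUVEC; input: 3,000 HUVEC/well; measured by: immunofluorescence imaging; read-out: % PE-positive cells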
CASP6 VEID inh: caspase-6 (human) enzyme inhibition; P55212; purified caspase-6, Z-VEID-R110 cleavage fluorescence; inhibition, % at 12.5 µM; 350,000 compounds, 0.53% hits;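 active means mean inhibition across replicates at least about 35%, with every replicate also reaching that limit, limit read from the data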;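 further: 0% = median of neutral control wells and 100% = no fluorescence left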
F508del corr: CFTR F508del correction in bronchial cells | CFBE cells, YFP halide quenching; stimulated with forskolin plus potentiator P3; % fluorescence drop versus neutral controls | activity (quench increase), % at 7.58 µM | 350,000 compounds, 0.36% hits;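 active means mean added fluorescence quench of at least 8% versus neutral control, with both replicates also reaching 8%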;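 further: cells transiently co-express mutant CFTR-F508del with the halide-sensitive YFP; corrector assay measuring rescue of mutant channel to the surface after 24 h compound exposure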
RAD54 inh: RAD54 (human) branch migration inhibition; RAD54 Holliday junction branch migration, FAM/BHQ fluorescence; Q92698; inhibition, % at 10.4 µM; 360,000 compounds, 0.14% hits;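 active means mean normalized replicate activity at least 40 and at least half of replicates scoring 40 or more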;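 further: 0% = median of neutral control wells and 100% = median of positive control wells; inhibitors cause a drop in the FAM fluorescence signal; in these data hits start at about 50%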
INS-1E GSIS act: GLuc luminescence reporter in INS-1E cells, primary screen for activators of glucose-dependent secretion of insulin. INS-1E GLuc reporter insulin secretion, 2-3 h. activation, % at 16.6 µM. 370,000 compounds, 0.61% hits;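 active means lowest replicate activation of at least 40%, so every replicate reaches that level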;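 further: 0% = median of neutral control wells and 100% = median of IBMX positive control wells; some compounds called inactive have numbers as strong as hits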
Active calls of the source: *; · = no result given. Hits appear at their usual frequency; overall some 3.7% were active at least once.

1) N#Cc1ccc(C(=O)OCC(=O)Nc2cccc(S(=O)(=O)NC3=NCCC3)c2)cc1
2) Cc1ccc(SCc2ccc(C(=O)Nc3nccs3)o2)cc1
3) CCn1c(CNC(=O)c2ccccc2Br)nnc1SCC(=O)Nc1nncs1
4) Cc1ccc(N(C(C)C(=O)Nc2c(C)n(C)n(-c3ccccc3)c2=O)S(C)(=O)=O)cc1C (centres undefined)
5) CN(C)C(=O)C[C@@H]1CC[C@@H]2[C@H](COC[C@@H](O)CN2S(=O)(=O)c2ccccc2)O1
6) N#C[C@H]1[C@H](c2ccc(C3=CCCC3)cc2)[C@H](CO)N1C(=O)NC1CCCC1
7) CCCCCCn1c(N2CCCC2)nc2c1c(=O)n(C)c(=O)n2C
8) O=C(Nc1ccc(Cl)cn1)c1ccccc1[N+](=O)[O-]
Assay by compound,1,2,3,4,5,6,7,8
RAD52 anneal inh,-19,-11,2,4,-16,-51,-2,-10
Xi reactivation,0.0,-0.1,0.1,0.0,0.0,-0.1,0.3,0.0
DENV2 CPE,-5,-3,-2,5,-1,-4,3,10
E-selectin induc,-0.6,0.8,·,·,-0.1,0.0,·,·
CASP6 VEID inh,-3,0,0,2,-4,0,-3,1
F508del corr,-3.1,-0.1,-3.0,-0.3,-1.0,-4.2,3.7,6.1
RAD54 inh,0,-6,11,2,-5,-8,-15,2
INS-1E GSIS act,-5,-5,9,-5,-5,-37,17,12

Reprinted at random: 2 compounds from above, in no set order.
2) Cc1ccc(SCc2ccc(C(=O)Nc3nccs3)o2)cc1
4) Cc1ccc(N(C(C)C(=O)Nc2c(C)n(C)n(-c3ccccc3)c2=O)S(C)(=O)=O)cc1C (centres undefined)
Assay by compound,2,4
RAD52 anneal inh,-11,4
Xi reactivation,-0.1,0.0
DENV2 CPE,-3,5
E-selectin induc,0.8,·
CASP6 VEID inh,0,2
F508del corr,-0.1,-0.3
RAD54 inh,-6,2
INS-1E GSIS act,-5,-5

Further records follow:
9) Cc1ccc(S(=O)(=O)N2[C@H](CC(=O)c3ccc(F)cc3)OC[C@@H]2C(C)C)cc1
10) COc1ccc([Si](C)(C)[C@@H]2[C@@H](CCn3cc([C@H](O)c4ccccc4)nn3)O[C@]3(C(=O)N(Cc4cccc(N5CCC5=O)c4)c4ccccc43)[C@H]2C)cc1
11) CNC[C@@H]1Oc2c(NC(=O)c3ccc(-c4nccs4)cc3)cccc2C(=O)N([C@H](C)CO)C[C@@H]1C
12) CCCS(=O)(=O)NC(=O)C1(C)CCCN(C(=O)c2cccc3ccccc23)C1 (centres undefined)
13) COc1ccc(/C=N/NC(=O)c2cc(-c3ccccc3)nc3ccccc23)c(OC)c1
14) CCOC(=O)C(=O)Nc1cccc(C(=O)OCC)c1
15) CC(=O)Nc1ccc(S(=O)(=O)N(C)CC(=O)OCC(=O)N(C)c2ccccc2)cc1
16) CC(NC(=O)[C@H](C)NC(=O)[C@@H]1CSC2c3ccccc3C(=O)N21)c1ccccc1 (some centres undefined)
Assay by compound,9,10,11,12,13,14,15,16
RAD52 anneal inh,-5,19,2,-6,-9,-4,-4,-19
Xi reactivation,-0.2,·,-0.3,0.1,0.0,-0.1,0.1,0.4
DENV2 CPE,15,-3,-4,-6,-5,-1,-9,1
E-selectin induc,0.2,·,0.5,-0.1,0.7,·,1.0,·
CASP6 VEID inh,-1,0,-1,-1,0,-1,1,-1
F508del corr,-3.0,-17,-0.9,-5.8,-0.1,·,1.5,-3.1
RAD54 inh,·,-4,2,6,·,·,-10,-6
INS-1E GSIS act,-24,·,17,10,-15,6,-3,-10

By substructure, the compounds so far containing a cyano group.
1) N#Cc1ccc(C(=O)OCC(=O)Nc2cccc(S(=O)(=O)NC3=NCCC3)c2)cc1
6) N#C[C@H]1[C@H](c2ccc(C3=CCCC3)cc2)[C@H](CO)N1C(=O)NC1CCCC1
Assay by compound,1,6
RAD52 anneal inh,-19,-51
Xi reactivation,0.0,-0.1
DENV2 CPE,-5,-4
E-selectin induc,-0.6,0.0
CASP6 VEID inh,-3,0
F508del corr,-3.1,-4.2
RAD54 inh,0,-8
INS-1E GSIS act,-5,-37

Later entries:
17) O=C(NC(=S)Nc1ncccn1)c1ccccc1Br
18) CCCC(=O)Nc1ccc2c(c1)OC[C@@H](C)N(Cc1ccccc1F)C[C@@H](C)[C@H](OC)CN(C)C2=O
19) Cc1ccc(S(=O)(=O)N(C)CC(=O)Oc2ccc(-c3nnco3)cc2)cc1
20) CCN(C(=O)CSc1nc2cc(Cl)ccc2c(=O)n1Cc1ccco1)C1CCS(=O)(=O)C1 (centres undefined)
21) C=C(C)c1ccccc1
22) C[C@H](CO)N1C[C@H](C)[C@H](CN(C)Cc2ccc(C(=O)O)cc2)Oc2ccc(NC(=O)Cn3cnnn3)cc2CC1=O
23) O=C(CCC(=O)OCC(=O)c1ccc(C(F)(F)F)cc1)OCC(=O)c1ccc(C(F)(F)F)cc1
24) CCn1cc(CN2CCc3c([nH]c4ccccc34)C2c2ccc(F)c(OC)c2)c(C)n1 (centres undefined)
Assay by compound,17,18,19,20,21,22,23,24
RAD52 anneal inh,-16,-1,2,-14,-9,-1,-25,-9
Xi reactivation,0.2,0.1,0.0,0.0,·,-1.1,0.0,-0.2
DENV2 CPE,-4,-11,126*,-1,-7,1,4,0
E-selectin induc,-0.1,0.1,·,-0.5,·,-2.9,·,2.8
CASP6 VEID inh,0,-2,6,15,-2,-1,-2,-4
F508del corr,-3.8,0.5,6.8,2.5,2.8,-3.6,0.1,2.2
RAD54 inh,-12,6,8,·,-4,-1,1,·
INS-1E GSIS act,·,-39,-9,-10,17,24,5,18

25) O=C1CC(c2ccccc2)SC(N(c2ccccc2)c2ccccc2)=N1 (centres undefined)
26) CCOC(=O)N1CCN(Cc2nc3ccc([N+](=O)[O-])cc3c(=O)n2-c2ccc(OC)cc2OC)CC1
27) CCCCN(C)C(=O)c1nc2ccccn2c1CN1CCN(C(=O)c2cccs2)CC1
28) COc1ccc2c3c(n(C)c2c1)[C@H](CO)N(S(C)(=O)=O)CC31CN(C(=O)Nc2cccc(F)c2)C1
29) Cc1occc1C(=O)Nc1cc(S(=O)(=O)N2CCOCC2)ccc1OC(C)C
30) COc1ccccc1CNC(=O)C[C@@H]1C[C@@H]2c3cc(NC(=O)C4CCOCC4)ccc3O[C@@H]2[C@H](CO)O1
31) O=C(C[n+]1ccccc1)N/N=C/c1ccccc1[N+](=O)[O-]
32) CC(C)N1CCC1(C)C(=O)Nc1nc2ccccc2[nH]1 (centres undefined)
Assay by compound,25,26,27,28,29,30,31,32
RAD52 anneal inh,-10,-9,-16,-6,-11,0,4,-8
Xi reactivation,0.1,0.0,0.0,0.3,0.0,0.2,0.2,0.0
DENV2 CPE,2,7,·,4,-5,-6,3,0
E-selectin induc,·,0.0,·,0.0,·,0.0,2.1,2.1
CASP6 VEID inh,1,3,-3,-3,-2,-2,-12,-6
F508del corr,·,2.0,-0.1,1.4,-1.4,1.1,2.7,0.2
RAD54 inh,·,·,·,·,6,4,·,-1
INS-1E GSIS act,-11,-8,2,-16,24,6,7,12

33) CC(C)NC(=O)N[C@@H]1C=C[C@@H](CC(=O)NC2Cc3ccccc3C2)O[C@@H]1CO
34) O=C(CN1C(=O)NC2(CCCC2)C1=O)NNC(=O)c1ccccc1
35) CN(C)C(=O)[C@H]1[C@H](CO)[C@H]2Cn3c(ccc(C4=CCCC4)c3=O)[C@@H]1N2Cc1ccccn1
36) C[C@@H]1CN([C@H](C)CO)C(=O)c2cc(NS(=O)(=O)c3cn(C)cn3)ccc2O[C@H]1CN(C)Cc1ccc(Oc2ccccc2)cc1
37) O=C(CCNC(=O)c1ccc(Br)cc1)NC1CCCCCC1
38) NCCC1CN(C(=O)OCc2ccccc2)c2ccccc21 (centres undefined)
39) COc1ccccc1-c1ccc2c(c1)O[C@@H](CN(C)C(=O)c1cccnc1)[C@H](C)CN([C@H](C)CO)S2(=O)=O
40) COc1ccccc1Oc1ccccc1C(=O)O
Assay by compound,33,34,35,36,37,38,39,40
RAD52 anneal inh,0,-13,-24,9,4,1,-1,-1
Xi reactivation,-0.2,0.0,0.0,4.1,0.3,0.2,-1.9,·
DENV2 CPE,-2,1,-7,-5,-6,1,-6,·
E-selectin induc,-0.4,-0.5,0.0,-0.3,0.1,0.0,0.1,·
CASP6 VEID inh,2,1,1,1,1,16,4,3
F508del corr,1.5,0.6,-0.7,-3.4,-0.3,-1.1,-0.7,·
RAD54 inh,1,6,·,-1,-1,·,-5,-1
INS-1E GSIS act,-1,17,5,-3,5,·,8,6

41) C[C@H]1CN([C@@H](C)CO)C(=O)c2cc(NC(=O)CCCCCC(=O)Nc3ccccc3N)ccc2O[C@@H]1CN(C)C
42) O=C(C[C@@H]1CC[C@@H]2[C@H](COC[C@H](O)CN2C(=O)c2ccccc2)O1)N1CCOCC1
43) Cc1[nH]c(C)c2c(=O)[nH]ncc12
44) COc1ccccc1S(=O)(=O)N[C@H]1C=C[C@H](CC(=O)NCc2cccc(F)c2)O[C@@H]1CO
45) C[C@H](NC(=O)Nc1cccc(Br)c1)C(=O)O
46) COc1ccc(S(=O)(=O)N2CCCCCC2)cc1C(=O)N1CCN(c2ccc(F)cc2)CC1
47) CC(=O)N1CCOc2ccc(S(=O)(=O)Nc3ccc(C)cn3)cc21
48) Cc1c(N2C(=O)CSC2c2ccco2)c(=O)n(-c2ccccc2)n1C (centres undefined)
Assay by compound,41,42,43,44,45,46,47,48
RAD52 anneal inh,14,-13,-11,-5,-17,-7,-13,-1
Xi reactivation,-0.3,0.0,0.1,0.0,0.5,0.0,0.0,-0.1
DENV2 CPE,6,-5,6,11,-1,-9,2,-11
E-selectin induc,-2.1,0.0,1.8,-0.1,2.8,-0.2,·,1.4
CASP6 VEID inh,-1,-2,1,0,0,-1,2,0
F508del corr,1.7,0.6,1.9,1.4,2.9,2.0,1.5,0.1
RAD54 inh,·,3,·,-2,-2,2,-6,-1
INS-1E GSIS act,-4,-10,·,-2,5,-18,26,-3

49) O=C(CN1C(=O)NC2(CCOc3ccccc32)C1=O)c1ccc(F)c(F)c1 (centres undefined)
50) COc1ccc(C(CNC(=O)C(CCSC)NC(=O)c2ccccc2Cl)N2CCCCC2)cc1 (centres undefined)
51) COC(=O)C(Cc1ccccc1)NCC(=O)Nc1cccc(Cl)c1C (centres undefined)
52) Cc1ccc(CNC(=O)C2CC(c3ccccc3[N+](=O)[O-])=NO2)cc1 (centres undefined)
53) Cc1ccc(C(=O)Nc2cccc(NC(=O)c3cccs3)c2)c(C)c1
Assay by compound,49,50,51,52,53
RAD52 anneal inh,-1,-36,-6,-9,-23
Xi reactivation,0.1,0.2,0.2,0.0,-0.1
DENV2 CPE,7,4,-5,-14,-5
E-selectin induc,·,-0.3,0.4,-0.1,3.5
CASP6 VEID inh,4,-9,3,3,0
F508del corr,-3.6,-3.9,-0.3,2.1,2.0
RAD54 inh,·,1,1,9,-2
INS-1E GSIS act,6,-3,-24,-2,8

Bioassay records as filed in PubChem.
